Screens from PubChem BioAssay.
aDG glyco act – alpha-DG glycosylation activation. 0.22% of 360,000 active. Pro5-aDG cells, alpha-DG glycosylation AlphaScreen (IIH6); 0% Pro5, 100% B10-LARGE cell signal. AID 624168. activation, % at 10 µM;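 active means activation of at least 8% versus controls, or a plate z-score of at least 8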;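 further: Pro5 are CHO cells carrying HIG-tagged alpha-DG that lacks glycosylation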
N-glyco inh – blocks N-linked glycosylation in D54 reporter cells | D54 ERlucT glycosylation luciferase reporter, 24 h; percent of 100 nM tunicamycin response | reporter increase, % at 12.5 µM | 0.23% of 360,000 active;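 active means mean luciferase reporter signal, scaled so untreated is 0 and the glycosylation-blocking control 100, at or above a set limit in every replicate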;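 further: luciferase carries N-glycosylation sites so blocking glycosylation raises the light; 0% = median of neutral control wells and 100% = median of 100 nM tunicamycin wells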
ABCB6 inh 2 – inhibitors of human ABC transporter ABCB6. Q9NP58. K562-ABCB6 porphyrin accumulation, flow cytometry, 1 h; stronger effect = lower value. fluorescence ratio to DMSO, % at 10 µM. 0.19% of 360,000 active. AID 602162;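 active means fluorescence ratio to DMSO below 75%, the collection mean minus 3 SD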;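 further: signal is porphyrin accumulated inside mitochondria; 100% equals median channel fluorescence of DMSO control wells; lower ratio means ABCB6 inhibition with less porphyrin fluorescence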
H9c2 protect – protects H9c2 cardiomyocytes from peroxide injury; H2O2 injury protection, ATPLite, 2 h; protection from H2O2 cell death, % at 20 µM; 0.63% of 360,000 active;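 active means compounds giving at least 50% protection of heart cells from peroxide-induced death in the single-dose screen, raw or plate-pattern-corrected value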;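 further: 0% = DMSO wells with peroxide and 100% = DMSO wells without peroxide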
MC4R ag barr – human MC4R agonism via beta-arrestin; P32245; U2OS MC4R beta-arrestin complementation, luminescence; percent of melanotan II response, DMSO zero; activation, % at 8.9 µM; 0.98% of 360,000 active; AID 540308;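 active means activation above a per-plate cutoff, the mean activation of sample wells on that plate plus 3 SD, cut at about 8% in these data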
Target sequence (P32245 whole entry, looked up): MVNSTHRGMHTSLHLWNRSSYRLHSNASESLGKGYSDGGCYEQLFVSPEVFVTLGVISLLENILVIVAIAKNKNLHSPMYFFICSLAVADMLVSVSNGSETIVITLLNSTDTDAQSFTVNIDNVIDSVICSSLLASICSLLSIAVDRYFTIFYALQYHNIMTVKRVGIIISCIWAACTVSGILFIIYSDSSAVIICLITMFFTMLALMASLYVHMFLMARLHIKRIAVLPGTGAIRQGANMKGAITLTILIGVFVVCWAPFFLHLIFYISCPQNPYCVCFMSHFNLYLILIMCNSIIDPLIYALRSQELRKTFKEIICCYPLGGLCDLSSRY
MC4R antag cAMP – antagonists of human melanocortin 4 receptor (MC4R); 0.48% of 360,000 active; P32245; inhibition, % at 6.5 µM; MC4R-expressing cells, MTII-stimulated cAMP, LANCE TR-FRET;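 active means inhibition above its plate's cutoff, the mean of tested wells on that plate plus 3 SD, cut at about 29% in these data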;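 further: 0% = Melanotan II alone and 100% = Melanotan II plus saturating MCL0020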
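Assay system: U2OS cells stably expressing human melanocortin 4 receptor (MC4R) / Dosing: 6.5 µM / Timing: compound 30 min, challenge 1 h, detection 1 h / Measured by: Eu-cAMP/anti-cAMP TR-FRET, emission 671 nm / Replicates: singlicate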
ABHD5 PLIN5 PPI – blocks binding of human ABHD5 to perilipin-5; Q00G26+Q8WTS1; Split G. princeps luciferase complementation, luminescence, 4 h; inhibition, % at 4 µM; 0.78% of 360,000 active;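 active means inhibition above the mean inhibition across every tested compound plus 3 SD, cut at about 22% in these data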;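 further: 0% = DMSO only wells and the 100% control is not disclosed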
HTR2A ag – activates the mouse 5-HT2A serotonin receptor; CHO-K1 mHTR2A beta-arrestin complementation, luminescence; percent of 30 µM serotonin response; AID 624169; activation, % at 7.6 µM; 0.66% of 360,000 active; P35363;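 active means activation above a run cutoff, the mean activation of all tested compounds plus 3 SD, cut at about 14% in these data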;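 further: 0% = plate median of compound wells and 100% = 30 µM serotonin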
Target sequence (P35363 whole entry, looked up): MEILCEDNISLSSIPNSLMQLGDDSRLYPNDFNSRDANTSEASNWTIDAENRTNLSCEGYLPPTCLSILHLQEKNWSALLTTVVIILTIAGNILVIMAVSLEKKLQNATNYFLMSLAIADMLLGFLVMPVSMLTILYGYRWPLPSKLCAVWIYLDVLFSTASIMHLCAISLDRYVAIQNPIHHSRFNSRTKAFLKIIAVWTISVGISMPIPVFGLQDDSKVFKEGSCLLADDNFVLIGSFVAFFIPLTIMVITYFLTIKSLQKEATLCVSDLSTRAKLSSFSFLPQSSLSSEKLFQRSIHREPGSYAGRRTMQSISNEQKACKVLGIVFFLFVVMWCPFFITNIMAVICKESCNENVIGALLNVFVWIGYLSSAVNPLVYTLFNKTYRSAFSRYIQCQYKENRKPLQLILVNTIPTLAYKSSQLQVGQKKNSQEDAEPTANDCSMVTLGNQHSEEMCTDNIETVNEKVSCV
Granule exo inh – lytic granule exocytosis inhibition; TALL-104 LAMP-1 surface exposure, flow cytometry; cells stimulated with thapsigargin and PMA; inhibition, % at 10 µM; 0.66% of 360,000 active; AID 651702;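 active means inhibition above about 55%, limit read from the data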
hiPSC survival – increases survival of single human iPS cells; survival enhancement, % at 20 µM; AID 602274; hiPSC single-cell survival, ATPlite luminescence; 100% = ROCK inhibitor wells, 0% = DMSO; 0.044% of 360,000 active; in the data active means survival enhancement above about 18%;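 further: cells exposed to compounds for 16 hours before the ATP read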
* hit, by the source's call; / = no result given.

SMILES	aDG glyco act	N-glyco inh	ABCB6 inh 2	H9c2 protect	MC4R ag barr	MC4R antag cAMP	ABHD5 PLIN5 PPI	HTR2A ag	Granule exo inh	hiPSC survival
COc1ccc(C(CNC(=O)CCC(=O)c2ccc(C)s2)N2CCOCC2)cc1 (stereo not drawn)	2.2	-2	101	-5	0.6	-6	-13	-6	22	2.2
CN(Cc1cccc(Cl)c1)C(=O)C1CCN(C(=O)Nc2ccccc2)CC1	2.6	0	94	1	-2.6	-1	-3	-4	-9	-0.2
O=C(NCCCN1CCN(Cc2ccccc2)CC1)C1CCN(S(=O)(=O)N2CCC3(CC2)OCCO3)CC1	0.0	-1	107	6	-2.4	8	1	1	4	-1.2
O=S(=O)(NC1CCCCC1N1CCN(c2ccccc2F)CC1)c1ccccc1 (stereo not drawn)	0.0	-2	93	-1	-1.6	5	-6	-3	2	-0.5
CCCC(=O)Nc1c(-c2ccccc2)c(=O)c(C)nn1-c1ccc(Cl)cc1	-0.1	0	99	-2	-3.6	-8	-2	15*	1	0.2
CCOC(=O)C1=C(C)NC(=O)C(C(N)=O)C12CCCC2 (stereo not drawn)	0.0	2	91	3	-0.3	-3	-1	-1	6	-1.4
CCOC(=O)c1cc2oc(C(c3nnnn3C3CCCCC3)N3CCOCC3)cc2[nH]1 (stereo not drawn)	0.0	-2	95	-14	5.4	13	7	-1	1	-2.1
COc1ccc2cc(CCNC(=O)CC(C)(C)C)c(=O)[nH]c2c1	0.1	0	101	18	-0.1	2	0	-3	12	0.6
CCCC(=O)c1ccc(N2CCN(C(=O)c3ccc(Br)cc3)CC2)c(F)c1	0.4	0	96	-12	-1.1	2	3	6	-4	-2.8
O=C(N=C1SC2CS(=O)(=O)CC2N1c1cccc(Cl)c1Cl)C1CCCO1 (stereo not drawn)	-0.1	-1	99	3	-0.1	9	5	6	0	0.0
C#Cc1ccc(C(=O)Nc2ccc(N3CCC(C)CC3)c(C(N)=O)c2)cc1	0.9	-2	97	-12	-2.2	-16	-8	2	-7	0.3
C=CCOCCN(C)C1=NS(=O)(=O)c2cc([N+](=O)[O-])ccc21	2.4	4	98	-8	-0.8	19	-2	1	-2	-2.1
CN1CCN(c2ccc(S(=O)(=O)N3CCCCC3)cn2)CC1	1.0	1	98	-1	-0.8	-3	8	-1	-1	-3.3
CCOc1ccc(CC(=O)N2CCN=C2SCc2ccc([N+](=O)[O-])cc2)cc1	-0.1	1	94	-20	-1.6	-6	-14	-6	1	0.6
CCOc1ccccc1NC(=O)C1CCC(CNc2c(N3CCOCC3)c(=O)c2=O)CC1 (stereo not drawn)	0.5	3	97	-16	-0.1	2	-1	-5	-4	3.8
C1CCC(C23CC4CC(CC(C4)C2)C3)NC1 (stereo not drawn)	-0.1	1	87	-9	-1.6	7	-1	7	1	2.4
COc1ccc(C(=O)NC(=S)Nc2ccc(S(=O)(=O)Nc3cc(OC)ncn3)cc2)cc1	-0.1	0	104	-3	-1.1	15	4	2	-7	0.1
COC(=O)C1=CN(c2ccc(F)cc2)C(N)=C(C#N)C1c1ccccc1 (stereo not drawn)	0.0	/	/	/	/	/	-2	-6	-6	/
COc1ccc(CCN2CC(C(=O)NCCc3ccccc3)CC2=O)cc1OC (stereo not drawn)	0.0	3	99	-2	-0.5	-2	-3	2	1	-0.6
COc1ccc(C(C(C(=O)c2ccco2)N2CCOCC2)N2CCOCC2)cc1 (stereo not drawn)	-0.3	1	102	6	-0.9	-1	3	2	-5	0.7
CCOC(=O)c1oc2cc(OCC(=O)OC)ccc2c(=O)c1-c1ccc(OC)c(OC)c1	0.2	2	93	-9	-0.1	22	-2	1	-1	0.2
COc1ccc(OC)c(NC(=O)C(C#N)=Cc2ccco2)c1	-0.3	5	100	1	5.8	-11	5	-2	-32	-0.7
CCCNC(=S)N1CCN(C)CC1	0.3	3	98	8	-1.4	-2	-6	-3	-6	4.7
Cc1cccc(OCC(O)CN2C(C)(C)CC(O)CC2(C)C)c1C (stereo not drawn)	0.2	2	99	-2	-1.7	-5	-2	-4	1	-1.9
CS(=O)(=O)c1ccc(Cl)c(NC(=O)CN2CCN(C(=O)c3cccs3)CC2)c1	-0.1	0	103	1	-0.2	10	1	0	-1	0.4

A different layout for part of the listing above:
| Compound | aDG glyco act | N-glyco inh | ABCB6 inh 2 | H9c2 protect | MC4R ag barr | MC4R antag cAMP | ABHD5 PLIN5 PPI | HTR2A ag | Granule exo inh | hiPSC survival |
| --- | --- | --- | --- | --- | --- | --- | --- | --- | --- | --- |
| COc1ccc2cc(CCNC(=O)CC(C)(C)C)c(=O)[nH]c2c1 | 0.1 | 0 | 101 | 18 | -0.1 | 2 | 0 | -3 | 12 | 0.6 |
| CCCC(=O)c1ccc(N2CCN(C(=O)c3ccc(Br)cc3)CC2)c(F)c1 | 0.4 | 0 | 96 | -12 | -1.1 | 2 | 3 | 6 | -4 | -2.8 |

(listing goes on)
SMILES	aDG glyco act	N-glyco inh	ABCB6 inh 2	H9c2 protect	MC4R ag barr	MC4R antag cAMP	ABHD5 PLIN5 PPI	HTR2A ag	Granule exo inh	hiPSC survival
COc1ccc(CCNc2cc(N3CCN(C(=O)c4ccccc4F)CC3)ccc2[N+](=O)[O-])cc1OC	1.9	1	106	-24	-0.4	-31	1	2	4	4.4
Cc1ccc(-c2nc(Nc3cccc(O)c3)c3ccccc3n2)cc1	0.1	3	92	14	5.9	2	1	2	13	0.7
O=C(CN(C(=O)CCC(=O)Nc1ccccn1)c1ccc(F)cc1)NCCc1ccccc1	0.3	-1	93	4	-1.1	-1	-1	-4	8	-0.5
COc1cccc([C@@H]2CC=C(C(=O)O)[C@H](c3cccc(Cl)c3)N2S(=O)(=O)c2ccc(C)cc2)c1	0.1	2	115	4	0.0	21	-4	-4	13	3.6
O=C1Nc2ccc(NS(=O)(=O)c3cccs3)c3cccc1c23	2.9	4	110	16	-1.7	4	3	-1	-3	4.9
COC(=O)c1nn(-c2ccccc2)c(Cl)c1/C=N/OCc1ccc(C)cc1	0.2	0	86	-24	-1.2	6	2	4	-5	-2.2
COc1ccc(OCC(=O)Nc2ccc3c(c2)nc(CCn2ccccc2=O)n3C)cc1	0.0	0	101	4	-0.4	16	1	3	0	-0.6
CCOc1cc(NC(=O)c2ccccn2)c(OCC)cc1NC(=O)c1ccc(C)cc1	-0.2	-2	105	-1	-0.7	21	-2	0	0	-0.7
Cc1nnsc1-c1c(C(=O)O)c(C)nn1-c1ccc(OC(F)(F)F)cc1	0.0	1	101	0	-0.9	4	3	3	1	-0.4
Cc1nc(SCC(=O)N2CCCCCC2)[nH]c(=O)c1C	-0.2	3	103	9	-0.8	-4	-6	6	-1	-0.4
Cc1ccnc(NC(=O)/C=C/c2ccccc2Cl)c1	0.5	-14	91	-26	0.2	2	-4	-3	-2	-4.5
CCc1cc(Cn2nc(-c3ccccc3)cc2C(=O)NCc2cccs2)on1	1.1	-2	94	-3	0.1	9	-5	-5	4	0.8
O=C(Cn1cnc2ccccc2c1=O)N1CCN(S(=O)(=O)c2ccc(F)cc2)CC1	-0.2	1	97	-6	-1.3	4	10	9	-3	-0.6
CCc1ccc(N2CC(C(=O)N/N=C/c3ccccc3OC)CC2=O)cc1 (stereo not drawn)	-0.2	1	101	-6	-0.4	2	-5	-1	6	0.0
O=C(COc1ccc(S(=O)(=O)N2CCOCC2)cc1)N1CCOCC1	-0.1	-2	91	7	1.6	-4	-9	3	-3	2.2
Cn1c(CCC(=O)O)nc2cc(S(=O)(=O)N3CCCC3)ccc21	-0.1	0	100	-3	1.0	3	21	3	2	5.4
CCOC(=O)c1c(-c2ccccc2)n(C)c2ccc(O)cc12	0.2	4	104	-3	1.9	18	2	-2	-1	8.5
O=C(CCNC(=O)C1CCN(S(=O)(=O)c2ccccc2)CC1)NC1CC1	-0.3	2	98	-2	-0.8	8	15	-9	1	0.2
CCOc1ccc(NC(=O)CN(C2CCCCC2)S(C)(=O)=O)cc1	-0.1	-3	96	2	-1.3	19	0	-3	0	2.7
O=c1oc2cc(O)c(Cl)cc2c2ccccc12	-0.2	3	96	2	-1.6	56*	5	1	0	-0.2
C/C(=N/NC(=O)CCc1ccccc1)c1ccc2c(c1)OCO2	0.5	1	91	-7	-1.7	-8	-1	-1	2	-0.6
Cc1ccc(S(=O)(=O)C2(C(=O)Nc3ccc(C(C)C)cc3)CC2)cc1	-0.1	2	97	-4	-2.1	5	-9	-2	12	-0.4
COc1ccccc1N(CC(=O)NC1CC2CCC1C2)S(=O)(=O)c1ccc(C)cc1 (stereo not drawn)	2.2	-6	100	-3	-3.7	-1	4	-1	1	0.6
Cc1nc(NCCCN2CCOCC2)c2oc3ccccc3c2n1	0.1	1	92	4	-2.3	-1	1	-1	10	0.9
CC(=O)c1c(C)[nH]c(C(=O)OCC(=O)N2CCN(c3ccccc3)CC2)c1C	0.1	2	107	0	-2.2	16	-2	1	-3	-0.8

Next structures
SMILES	aDG glyco act	N-glyco inh	ABCB6 inh 2	H9c2 protect	MC4R ag barr	MC4R antag cAMP	ABHD5 PLIN5 PPI	HTR2A ag	Granule exo inh	hiPSC survival
CCOc1ncccc1C(=O)N1CCN(S(=O)(=O)c2ccc3c(c2)OCCO3)CC1	0.3	2	94	4	0.2	-1	4	-9	-2	5.8
COCCn1c(-c2cccs2)nc2nc3ccccc3nc21	0.1	0	95	6	-2.0	-1	-4	-1	-6	0.0
COc1ccc(C2OCC3(O)C(c4ccc(OC)c(OC)c4)OCC23)cc1OC (stereo not drawn)	0.2	3	99	5	-1.3	0	-10	-1	3	1.2
Cc1oc(-c2cccc(Cl)c2)nc1CN1CCC(C(=O)NCc2cccnc2)CC1	0.7	0	96	-3	-1.0	2	6	-3	0	-0.5
COc1ccc(NC(=O)C2CCN(c3cnccn3)CC2)cc1Cl	4.5	4	105	8	-2.8	2	10	-9	-2	-0.5
CCOC(=O)N1CCN(S(=O)(=O)c2ccc(C(=O)NNc3nc4cc(C)cc(C)c4s3)cc2)CC1	0.0	-12	95	56*	1.4	13	5	23*	-2	0.4
CCCc1nc(N2CCN(S(=O)(=O)c3ccc(Cl)cc3)CC2)c2c(C)c(C)sc2n1	-0.1	-2	95	-8	-1.4	6	4	1	-14	0.6
CCOC(=O)c1c(NC(=O)CN(C)C2CCN(C)CC2)sc(C(=O)Nc2ccccc2)c1C	4.0	-4	94	-8	-0.4	7	6	-2	2	-2.2
COc1ccccc1C(C)NC(=O)c1ccc(S(=O)(=O)NCc2ccco2)cc1 (stereo not drawn)	0.1	-1	95	-4	-1.4	-1	-7	3	15	0.0
CN(Cc1ccccc1)C(=O)C1CCN(S(=O)(=O)c2cc([N+](=O)[O-])ccc2Cl)CC1	1.0	4	95	9	4.4	-8	13	-1	4	-2.0
C=CCn1c(SCC(=O)c2c(N)n(CCC)c(=O)n(C)c2=O)nnc1-c1ccncc1	0.1	-1	103	-3	2.7	5	-2	0	-2	-0.2
CN1CCN2c3ncccc3Cc3ccccc3C2C1 (stereo not drawn)	-0.1	-1	102	14	0.9	6	5	-10	3	6.0
Cc1ccc(C(c2nnnn2C2CCCC2)N2c3ccccc3CC2C)cc1 (stereo not drawn)	0.1	-2	103	-10	-2.0	7	-5	0	7	2.2
COCCNc1nc(NCc2cc(-c3ccc(OC)cc3)no2)c2sccc2n1	2.4	9	94	-22	0.3	7	10	-10	19	-0.3
